High-throughput results: PubChem BioAssay, National Center for Advancing Translational Sciences (NCATS)
aSyn yeast inh = alpha-synuclein toxicity inhibition in yeast. 0.14% of 370,000 active. Potency, µM (top dose mostly 46.1 µM), without a hit: top-dose growth rescue (activation), usual class: activators. Yeast expressing alpha-synuclein, growth rescue, BacTiter-Glo, 24 h. AID 652106; further: potency means the concentration at half of the fitted maximal effect; % of control where 0% means no effect; nearly all actives have a fitted effect of over 65% in size
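Rescue of yeast growth: cells expressing toxic alpha-synuclein, induced in galactose at OD600 0.02, incubated with compound 24 h at 30 C. ATP luminescence quantified growth; inhibitors of toxicity appear as activators.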
EPAC1 antag = blocks human EPAC1 exchange factor. O95398. 0.14% of 360,000 active. EPAC1 GEF assay, Rap1b-BODIPY-GDP exchange fluorescence. Potency, µM (doses to about 115 µM), for inactives: top-dose activity change, negative = inhibition, usual class: inhibitors. AID 720709;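 further: potency means the concentration at half of the fitted maximal effect; plate controls were vehicle for no effect and positive control for full effect; nearly all actives have a fitted effect of over 50% in size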
Abeta rescue = restores growth of yeast expressing A-beta42 peptide | 0.063% of 410,000 active | AID 1347071 | Potency, µM (highest dose often 46.1 µM), for inactives: at the highest dose growth rescue, usual class: activators | yeast expressing A-beta42, growth rescue, OD600, 48 h; response scale: 0% DMSO, 100% iron-clioquinol control; further: potency means the concentration at half of the fitted maximal effect; nearly all actives have a fitted effect of over 55% in size
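Yeast A-beta toxicity model in growth medium with pinned compounds, 48 h at 30 C; growth read as absorbance at 600 nm. Normalized to FeCl3/clioquinol equimolar mix (positive) and DMSO (negative).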
PI5P4K alpha inh = PI5P4K alpha (human) kinase inhibition | P48426 | PI5P4Kalpha enzyme, ADP-Glo luminescence, 60 min; hits give low values | max response, % | 1.2% of 330,000 active | AID 652105; active means max response of -50% or lower; inconclusive means between -30% and -50%; inactive means -30% or higher; further: value at the top dose of about 77 µM; on the % scale 0 is the no-effect control and ±100 the full control effect
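Reactions run in 0.038 M HEPES pH 7.4, 0.28 mM EGTA, 0.1% CHAPS and 5% DMSO, with PI5P4Kalpha, substrate, compound and 5 microM ATP final, one hour at room temperature. Readout is ADP-Glo luminescence.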
IL-2 act = activators of IL-2; IL-2 activation reporter assay, cell-based qHTS; stimulated with anti-CD3/CD4/CD28 beads; in transgenic mouse T cells; 0.065% of 360,000 active; activation, % (series mostly up to about 46 µM); in the data active means activation above about 50%; inconclusive means mostly about 30% to 49%; further: 0% is about no effect
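Unstimulated transgenic mouse T cells; 60-min compound exposure; bead-based TCR/CD4/CD28 stimulation; 18 h culture, 37 degrees C; dual fluorescence (EGFP, DsRed) plate cytometry.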
FUS suppressor = suppressors of FUS proteinopathy in yeast | Potency, µM (doses to about 76.6 µM), inactives show at the top dose growth rescue (activation), hits mostly activators | 0.24% of 390,000 active | S. cerevisiae FUS-expressing, growth rescue, OD600, 24 h | AID 1347120;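 further: potency means the concentration at half of the fitted maximal effect; plate controls were DMSO vehicle for no effect and reference control for full effect; nearly all actives have a fitted effect of over 55% in size; some results filed as inactive show a strong effect at the top dose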
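Absorbance at 600 nm, taken 24hr after compound addition, measured rescue of FUS-yeast growth at 30C. Induction used 2% galactose with seeding at OD 0.005. Controls: CP55940 from 92uM final, DMSO only.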
PLK1 PBD inh = blocks phosphopeptide binding to human PLK1 polo-box domain; P53350; Plk1 PBD binding of FITC phosphopeptide, fluorescence polarization; Potency, µM, for inactives: max response, negative = inhibition, most hits filed as inhibitors; 2.8% of 360,000 active; AID 720504; further: potency means the concentration at half of the fitted maximal effect; series mostly up to about 57 µM; on the % scale 0 is the no-effect control and ±100 the full control effect; nearly all actives have a fitted effect of over 65% in size
EPAC1 ag = agonists of human EPAC1; O95398; AID 720707; EPAC1 agonist qHTS, biochemical assay; response scale: 100% = response to 6.5 mM cAMP; 0.073% of 360,000 active; Potency, µM (highest dose often 154 µM), without a hit: at the highest dose activation, most hits filed as activators; further: potency means the concentration at half of the fitted maximal effect; nearly all actives have a fitted effect of over 60% in size
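Multi-concentration qHTS readout: loss of Rap1B-bound BODIPY-GDP fluorescence driven by 100 nM EPAC1 with excess GDP (50 uM), monitored kinetically at room temperature; agonist response expressed relative to 6.5 mM cAMP.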
WRN helicase inh = blocks human WRN helicase; Q14191; WRN helicase unwinding, fluorescent forked duplex, kinetic; Potency, µM (highest dose often 114 µM), without a hit: at the top dose activity change, negative = inhibition, hits mostly inhibitors; 0.46% of 360,000 active; further: potency means the concentration at half of the fitted maximal effect; on the % scale 0 is the no-effect control and ±100 the full control effect; nearly all actives have a fitted effect of over 55% in size
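Enzyme (20 nM final) and test compound sit together 15 min at room temperature before substrate addition. Substrate is a single-forked duplex oligonucleotide (100 nM) labelled with fluorophore and quencher, with 2 mM ATP; helicase unwinding raises red fluorescence, read kinetically.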
* = called active by the depositor; ? = inconclusive; nt = no result given; [ ] = dose if it differs, or a comment. Unless noted, the call rests on the fitted dose curve; in most records, active means well fitted curve in the direction sought with a large enough effect; inconclusive means small, poorly fitted or top-dose-only effect, or another doubt; inactive means no such curve, though single readings can be large; an effect the other way counts as inactive or inconclusive.

SMILES	aSyn yeast inh	EPAC1 antag	Abeta rescue	PI5P4K alpha inh	IL-2 act	FUS suppressor	PLK1 PBD inh	EPAC1 ag	WRN helicase inh
CCOC(=O)C1(C)/C(=N/Nc2ccccc2)C(=O)C(=O)N1c1ccccc1 (configuration not stated)	11%	-4%	2%	-6	3.0	6%	24µM*	-8%	-4%
CC1CN(c2nc3c(c(=O)n(C)c(=O)n3C)n2Cc2c(Cl)cccc2Cl)CC(C)O1 (configuration not stated)	0%	-10%	-2%	-7	-2.1	-4%	-4%	0%	-20%
O=C(COC(=O)c1ccc2c(c1)OCCO2)Nc1ccc(F)cc1F	4%	8%	-6%	-2	-3.3	nt	1%	3%	-5%
COc1nc(NCc2ccco2)nc(NC2CCCCC2)n1	-3%	-4%	1%	-11	1.4	8%	-22%	7%	-5%
COc1ccc(NS(=O)(=O)c2ccc(O)c(NC(=O)c3ccc(S(=O)(=O)N4CCCC4)cc3)c2)cc1	4%	-31%	7%	3	2.0	10%	?	5%	-2%
CCOC(=O)CCCCCC(=O)Nc1ccc2c(c1)C(=O)N([C@H](C)CO)C[C@@H](C)[C@H](CN(C)Cc1ccc3c(c1)OCO3)O2	-1%	6%	8%	-2	-0.3	1%	-6%	-2%	1%
COc1ccc(/C(O)=C2/C(=O)C(=O)N(CCN3CCOCC3)C2c2cccnc2)cc1OC (configuration not stated)	0%	16%	-2%	nt	-0.3	9%	-4%	9%	-2%
COc1ccc(C(=O)OCc2ccccc2F)cc1S(=O)(=O)N1CCCC1	17%	4%	-8%	2	-3.8	nt	-8%	25%	?
N#Cc1c(=O)c2nc(NCCCO)ncc2n2c(=O)c3ccccc3[nH]c12	-9%	-23%	-3%	-65*	-0.7	16%	-16%	3%	?
CSC[C@@H]1NC(=S)N(c2ccc(C)cc2)C1=O	6%	7%	-3%	-14	-0.7	17%	-4%	-6%	-5%
C/C(=N\NS(=O)(=O)c1ccc(Br)cc1)c1ccc(-n2ccnc2)cc1	5%	-4%	0%	-4	3.3	-8%	-3%	-3%	-8%
Cc1ccccc1SCc1noc(C(=O)NC(C)C)c1C(=O)O	-11%	-10%	-10%	-12	0.7	-7%	-13%	-5%	11%
COc1ccc(C(=O)Oc2ccc3ccc(=O)oc3c2)cc1	7%	10%	-17%	0	-0.6	-7%	1%	-8%	4%[57.1 µM]
CN(C)CCCNc1oc(-c2ccccc2)nc1C#N	-2%	-22%	3%	-2	-0.2	-8%	-6%	0%	-2%
COCCn1c(N)c(N(Cc2ccccc2)C(=O)C2=COCCO2)c(=O)[nH]c1=O	-2%	-4%	-10%	4	-1.1	13%	-8%	-8%	-30%

In a second layout: 2 of the compounds above.
smiles,aSyn yeast inh,EPAC1 antag,Abeta rescue,PI5P4K alpha inh,IL-2 act,FUS suppressor,PLK1 PBD inh,EPAC1 ag,WRN helicase inh
CN(C)CCCNc1oc(-c2ccccc2)nc1C#N,-2%,-22%,3%,-2,-0.2,-8%,-6%,0%,-2%
CC1CN(c2nc3c(c(=O)n(C)c(=O)n3C)n2Cc2c(Cl)cccc2Cl)CC(C)O1 (configuration not stated),0%,-10%,-2%,-7,-2.1,-4%,-4%,0%,-20%

The results go on.
SMILES	aSyn yeast inh	EPAC1 antag	Abeta rescue	PI5P4K alpha inh	IL-2 act	FUS suppressor	PLK1 PBD inh	EPAC1 ag	WRN helicase inh
Cc1cnc(C(=O)Nc2ccc(C)c(S(=O)(=O)N3CCCCCC3)c2)cn1	7%	4%	1%	3	-2.0	16%	-1%	-5%	-8%
COc1cc(CC(=O)NCCc2ccc(OCc3ccccc3)cc2)c([N+](=O)[O-])cc1OC	4%	-3%	0%	-19	-1.3	0%	-6%	1%	-15%
Cc1nc2ccc(NC(=O)COc3cccc(F)c3)cc2s1	-51%[inhibitor]	1%	-11%	-9	0.3	-8%	-7%	-7%	7%
CC(=O)OCCN1c2ccccc2Sc2cnccc21	0%	-3%	-7%	0	-0.7	-10%	-8%	11%	3%
Cc1cc(C)nc(NC(=O)CCN2C(=O)c3ccccc3S2(=O)=O)n1	-4%	-2%	1%	0	2.9	20%	-8%	6%	-1%
CN(C)c1nc(N)nc(CSc2nc3c(c(=O)n(C)c(=O)n3C)n2Cc2ccccc2F)n1	-3%	12%	-11%	3	1.9	-6%	1%	-3%	3%
Cc1cc(=O)[nH]c(N2CCCCC2)n1	2%	1%	5%	-4	-0.4	nt	-6%	5%	-2%
CC(=O)NCCNc1nc2cc(-c3ccccc3)sc2c(=O)n1C	0%	-8%	-13%	0	0.4	-9%	-2%	-13%	0%
Cn1c(=O)c2c(nc(N3CCN(c4ccc([N+](=O)[O-])cc4)CC3)n2C)n(C)c1=O	2%	-4%	-18%	3	-4.7	5%	-4%	-2%	0%
Cc1noc(NS(=O)(=O)c2ccc(N3CC(O)=C(c4ccccc4)C3=N)cc2)c1C	7%	8%	1%	-5	-0.5	-1%	-9%	7%	1%
CCOc1ccc2[nH]c(C(=O)N/N=C/c3cccc(OC)c3OC)cc2c1	3%	-20%	-8%	8	1.7	5%	0%	6%	-14%
Cn1c(=O)c(C(=O)NCc2ccccc2)c(O)c2ccccc21	-2%	-13%	7%	1	2.4	-1%	-25%	14%	-29%
COc1ccccc1CNC(=O)C1CCN(S(=O)(=O)N2CCCCC2)CC1	0%	1%	13%	nt	-1.1	2%	-2%	0%	-3%
Cc1ccc(N2CN(Cc3cccnc3)CNC2=S)cc1	-6%	-6%	-2%	4	-2.6	nt	-4%	-5%	-1%
N#Cc1cc2c(nc1SCc1ccc(Cl)nc1)CCCCC2	11%	13%	17%	0	-0.3	11%	-1%	7%	0%

Record cards (already shown). Order of values: aSyn yeast inh, EPAC1 antag, Abeta rescue, PI5P4K alpha inh, IL-2 act, FUS suppressor, PLK1 PBD inh, EPAC1 ag, WRN helicase inh
`Cn1c(=O)c(C(=O)NCc2ccccc2)c(O)c2ccccc21` across the screens: -2%, -13%, 7%, 1, 2.4, -1%, -25%, 14%, -29%
`COc1cc(CC(=O)NCCc2ccc(OCc3ccccc3)cc2)c([N+](=O)[O-])cc1OC` across the screens: 4%, -3%, 0%, -19, -1.3, 0%, -6%, 1%, -15%
`COc1ccccc1CNC(=O)C1CCN(S(=O)(=O)N2CCCCC2)CC1` across the screens: 0%, 1%, 13%, nt, -1.1, 2%, -2%, 0%, -3%
`Cc1ccc(N2CN(Cc3cccnc3)CNC2=S)cc1` across the screens: -6%, -6%, -2%, 4, -2.6, nt, -4%, -5%, -1%
`CN(C)c1nc(N)nc(CSc2nc3c(c(=O)n(C)c(=O)n3C)n2Cc2ccccc2F)n1` across the screens: -3%, 12%, -11%, 3, 1.9, -6%, 1%, -3%, 3%

(continued)
SMILES	aSyn yeast inh	EPAC1 antag	Abeta rescue	PI5P4K alpha inh	IL-2 act	FUS suppressor	PLK1 PBD inh	EPAC1 ag	WRN helicase inh
Cc1c(OCC(=O)N2CCC(C(=O)NCCCC(=O)O)CC2)ccc2c1oc(=O)c1ccccc12	-5%	-2%	-16%	-4	0.5	15%	7%	-11%	2%
CCC1(c2ccc(F)cc2)NC(=O)N(CC(=O)NC2CC2)C1=O (configuration not stated)	3%	-1%	-7%	1	-0.3	-5%	-4%	-1%	-8%
Cc1ccc2c(c1)N(CC(=O)NCc1cccs1)C(=O)CO2	2%	1%	20%	nt	-1.4	15%	-2%	3%	6%
Nc1nc(SCC(=O)Nc2ccccc2C(F)(F)F)[nH]c(=O)c1-c1ccccc1	-3%	4%	-20%	-4	0.4	5%	-5%	-3%	7%
C=CCOc1cccc(C2/C(=C(/O)c3ccc(C)cc3)C(=O)C(=O)N2CCN2CCOCC2)c1 (configuration not stated)	3%	0%	-11%	-1	0.0	13%	-8%	-1%	-1%
CC(O)(c1ccccc1)C(C(c1ccccc1)N1CCOCC1)N1CCOCC1 (configuration not stated)	0%	-1%	-19%	4	1.1	-30%	1%	7%	-8%
CCOC(=O)c1c(S(=O)(=O)N(C)Cc2ccco2)c(C)n(C)c1C	-4%	6%	5%	3	-0.3	-15%	?	-3%	-4%
CCc1ccc(-c2nc(CN3CCC(C(=O)N4CCN(c5ccccc5)CC4)CC3)c(C)o2)cc1	3%	-6%	-1%	-1	-0.2	nt	-1%	3%	-9%
CCN(CC)S(=O)(=O)c1cccc(NC(=O)CNc2cccc(S(=O)(=O)N3CCOCC3)c2)c1	5%	-17%	2%	1	-0.1	nt	-3%	-2%	-4%
COc1cc(/C=C2\C(=N)N3N=CSC3=NC2=O)ccc1OS(=O)(=O)c1ccccc1	3%	-29%	-12%	?	-0.5	17%	?	-3%	-11%
O=C(NNC(=S)NC(=O)c1ccccc1Cl)c1cccc([N+](=O)[O-])c1	-7%	?	?	-11	-1.9	13%	-13%	-7%	1%
O=C(NCC1CCCO1)c1cccc(Oc2ccc([N+](=O)[O-])cc2)c1 (configuration not stated)	5%	6%	21%	0	-4.9	10%	-1%	-4%	-23%
O=C(NNS(=O)(=O)c1ccc(F)cc1)c1ccc2c(c1)OCO2	-3%	-2%	-5%	3	-0.9	27%	2%	-3%	11%
CCCc1cc(C(=O)OCC(=O)N(CCC)c2c(N)n(Cc3ccccc3)c(=O)[nH]c2=O)sc1C	6%	3%	6%	-6	-0.5	-2%	4%	-16%	7%
